# D2 ag = agonists of human D2 dopamine receptor; HEK293 T-REx D2 cells, calcium flux agonist mode; AID 485358; P14416; actives 0.53% (n = 340,000); activation, % at 2 µM;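 active means activation over 3 SD above normal in the single-dose calcium agonist read, cut at about 30% in these data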; further: 0% is about no effect
#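 Calcium-flux readout, 1 cycle/sec over 180 s following compound pin transfer, in inducible HEK293 Trex D2 cells (force-coupled); dopamine controls included. Positive calcium responses during this window marked compounds as potential agonists.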
# TRHR agonist = activates the human TRH receptor; TRHR cells, calcium flux fluo-8, FDSS agonist mode; activation, % at 2 µM; actives 0.18% (n = 360,000); AID 493084; in the data active means activation above about 30%; further: 0% is about no effect
#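 Agonist-mode FDSS calcium read (Ex 480/Em 530, 1 s cycles) in 1536-well TRHR cells with fluo-8 dye, after 10-cycle baseline and 23 nL compound addition; TRH at EC20 (10 nM final) added afterwards for the enhancer phase.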
# rTrxR1 inhibitor = inhibitors of rat thioredoxin reductase 1. O89049. recombinant rTrxR1, NADPH fluorescence consumption, selenite substrate. actives 1% (n = 390,000). Potency, µM (titrated, usually from 114 µM), inactives show at the top dose activity change, negative = inhibition, usual class: inhibitors. AID 588453; further: potency means the concentration at half of the fitted maximal effect; on the % scale 0 is the no-effect control and ±100 the full control effect; nearly all actives have a fitted effect of over 65% in size
# Target sequence (O89049 whole entry, looked up): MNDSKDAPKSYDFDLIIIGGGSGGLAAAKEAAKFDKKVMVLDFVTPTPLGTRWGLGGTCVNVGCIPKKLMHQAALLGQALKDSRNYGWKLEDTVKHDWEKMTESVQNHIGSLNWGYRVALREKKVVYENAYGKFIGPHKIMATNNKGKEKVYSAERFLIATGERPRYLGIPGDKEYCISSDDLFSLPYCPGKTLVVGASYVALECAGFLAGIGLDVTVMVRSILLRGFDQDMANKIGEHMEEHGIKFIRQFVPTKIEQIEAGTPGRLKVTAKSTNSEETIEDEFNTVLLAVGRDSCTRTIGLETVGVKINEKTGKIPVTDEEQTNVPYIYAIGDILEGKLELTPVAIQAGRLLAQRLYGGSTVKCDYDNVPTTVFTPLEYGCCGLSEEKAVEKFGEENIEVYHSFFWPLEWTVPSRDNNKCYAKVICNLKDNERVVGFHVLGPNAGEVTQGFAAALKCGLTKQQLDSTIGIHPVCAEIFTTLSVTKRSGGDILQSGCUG
#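 Rat TrxR1 (90 nM in the dispensed reagent) was pre-reduced with 400 uM NADPH for 5 min at room temperature, then incubated with compound for 15 min. After 400 uM selenite was added, NADPH fluorescence (Ex 340/Em 450 nm) was followed for 8 min.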
# TrxR1 substrate = rat thioredoxin reductase 1 substrate activity; purified TrxR1 substrate turnover, NADPH consumption readout; Potency, µM (titrated, usually from 114 µM), for inactives: at the highest dose activity change, negative = substrate turnover; actives 0.01% (n = 390,000); further: potency means the concentration at half of the fitted maximal effect; on the % scale 0 is the no-effect control and ±100 the full control effect; nearly all actives have a fitted effect of over 50% in size
#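 Rat TrxR1, dispensed at 90 nM, was prereduced with 400 uM NADPH (final) for 5 min at ~22 deg C, then incubated with compound 15 min before 400 uM selenite. A first-read NADPH fluorescence drop versus no-compound background flagged substrates.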
# TRHR PAM = allosteric enhancers of human TRH receptor | actives 0.66% (n = 360,000) | P34981 | AID 493056 | TRHR cells, fluo-8 calcium fluorescence, EC20 TRH enhancement | enhancement, % at 2 µM; in the data active means enhancement above about 30%; further: 0% is about no effect
#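 TRHR-expressing cells loaded with fluo-8 calcium dye were read kinetically (ex 480/em 530) during compound addition, then stimulated with an EC20 of TRH (10 nM final). Enhancement of the Gq-mediated intracellular calcium response was scored.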
# D2 antagonist = antagonizes the human D2 dopamine receptor | inhibition, % at 10 µM | actives 2% (n = 340,000) | P14416 | AID 485344 | HEK293 TREx D2 cells, calcium flux, dopamine EC80; in the data active means inhibition above about 30%; further: 0% is about no effect
#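 In this primary screen, negative modulation is detected by tracking calcium flux after an EC80 dopamine challenge in inducible HEK293 T-REx D2 cells preexposed to test compound for 180 s.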
# mIDH1 inhibitor = human IDH1 R132H inhibition. O75874. IDH1-R132H enzyme, NADPH consumption, diaphorase/resazurin fluorescence. Potency, µM (series often up to 76.6 µM), without a hit: at the top dose activity change, negative = inhibition, most hits filed as inhibitors. actives 0.093% (n = 390,000); further: potency means the concentration at half of the fitted maximal effect; on the % scale 0 is the no-effect control and ±100 the full control effect; nearly all actives have a fitted effect of over 65% in size
#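 IDH1-R132H (0.5 ug/mL) preincubated 30 min with compound, then NADPH (0.016 mM) and alpha-KG (2 mM) added; 80 min at RT, pH 7.5. Remaining NADPH coupled via diaphorase/resazurin to fluorescence (540/590 nm); concentration-response curves normalized to no-enzyme control.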
# USP1 inh = USP1/UAF1 (human) deubiquitinase inhibition; recombinant USP1/UAF1, Ub-Rhodamine cleavage fluorescence; O94782; AID 743255; Potency, µM (highest dose often 57.1 µM), for the others: at the highest dose activity change, negative = inhibition, hits mostly inhibitors; actives 0.23% (n = 390,000); further: potency means the concentration at half of the fitted maximal effect; on the % scale 0 is the no-effect control and ±100 the full control effect; nearly all actives have a fitted effect of over 60% in size; inactives centre near -12
#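 USP1/UAF1 complex at 1 nM was preincubated with compound for 15 min at room temperature, then Ub-Rho substrate (150nM final) was added. Fluorescence (480/540 nm) was read kinetically, 6 reads every 60 seconds.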
# PI4K2A block = blocks human PI4K2A kinase activity; activity change, negative = inhibition, % at 76.9 µM; actives 0.13% (n = 420,000); purified PI4K2A, ADP-Glo luminescence, 1 h; stronger effect = lower value; Q9BTU6; in the data active means activity change below about -50%; inconclusive means mostly about -30% to -49%;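 further: -100% = wells without enzyme as full effect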
# Target sequence (Q9BTU6 whole entry, looked up): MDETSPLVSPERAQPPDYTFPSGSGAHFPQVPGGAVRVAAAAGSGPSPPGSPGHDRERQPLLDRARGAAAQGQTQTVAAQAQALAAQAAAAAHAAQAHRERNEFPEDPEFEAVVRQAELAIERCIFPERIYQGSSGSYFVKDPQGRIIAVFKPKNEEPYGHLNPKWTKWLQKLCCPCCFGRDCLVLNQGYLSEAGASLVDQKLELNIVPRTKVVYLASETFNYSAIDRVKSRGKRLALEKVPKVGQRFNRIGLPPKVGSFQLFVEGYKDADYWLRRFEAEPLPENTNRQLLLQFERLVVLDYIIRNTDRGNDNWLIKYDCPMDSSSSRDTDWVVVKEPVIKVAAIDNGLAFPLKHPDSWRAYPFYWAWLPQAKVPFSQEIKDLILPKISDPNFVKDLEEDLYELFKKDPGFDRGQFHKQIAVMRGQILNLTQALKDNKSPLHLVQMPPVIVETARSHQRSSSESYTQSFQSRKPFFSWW
#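 Compounds are screened against recombinant PI4K2A using PI as substrate and ATP, the latter dispensed at 300 microM. Reactions run one hour at ambient temperature before ADP-Glo detection; full inhibition defined by wells lacking enzyme.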
# An asterisk follows results filed as active; ? = inconclusive; . = not tested or not shown; [ ] = dose if it differs, or a comment. Unless noted, the call rests on the fitted dose curve; in most records, active means well fitted inhibition curve with a large enough effect; inconclusive means small, poorly fitted or top-dose-only effect; inactive means no such curve, though single readings can be large or run the other way.
SMILES,D2 ag,TRHR agonist,rTrxR1 inhibitor,TrxR1 substrate,TRHR PAM,D2 antagonist,mIDH1 inhibitor,USP1 inh,PI4K2A block
O=C(Nc1cccc(F)c1)N1CCN(C/C=C/c2ccccc2)CC1,-0.3,-0.7,18%[57.1 µM],-2%[57.1 µM],-9,8,-4%,-7%,7
COCc1nnc(NC(=O)c2ccc(S(=O)(=O)N(C)c3ccccc3)cc2)o1,-1.3,0.2,30%,3%,-2,15,10%,?,-4
CN(CCO)C1=CC(=O)CC(C)(C)C1,-1.0,0.1,2%,-10%,-3,4,2%,-5%,2
CCC(C(=O)NC(C)(C)C)N(Cc1ccco1)C(=O)Cn1nnc(-c2ccc(F)cc2)n1 (configuration not stated),-0.3,-0.2,11%[57.1 µM],-2%[57.1 µM],-10,-5,-6%,-12%,3
Cc1cccc(NC(=O)c2sc(Cl)nc2C)c1C,-2.7,-0.7,8%,5%,1,-2,0%,-16%,7
CCOC(=O)c1c(-c2ccccc2)csc1NC(=S)NC(=O)c1ccccc1,0.7,0.6,21%,2%,4,-14,-6%,-19%,-2
COC(=O)C1=C(C)NC(=O)NC1/C=C/c1ccccc1 (configuration not stated),3.8,0.2,2%,-3%,1,-17,8%,-6%,3
COc1ccc(CC(NC(C)=O)C(=O)NC2CCN(C(=O)c3ccccc3F)CC2)cc1 (configuration not stated),4.4,0.0,8%[57.1 µM],5%[57.1 µM],1,1,3%,-19%,-5
O=C(CSc1ccc([N+](=O)[O-])cn1)Nc1nccs1,-0.7,0.2,1%,-4%,-3,-12,-9%,-20%,1
CCc1ccc(/C=N/NC(=O)c2nnn(-c3nonc3N)c2C(C)C)cc1,26,25,13%,3%,41*,18,3%,-18%,0
CCC(=O)Nc1ccc(NC(=O)CN2CCCC(C)C2)c(Cl)c1 (configuration not stated),0.4,0.3,-13%,-4%,-10,0,-2%,-1%,5
COC(=O)CSc1nnc(-c2ccoc2C)n1-c1ccc(C)cc1,0.2,-0.3,-1%,3%,-4,-30,-7%,-7%,2
COCCn1c(SCc2nc3ccccc3s2)nc2ccccc21,0.0,-0.1,-8%,3%,2,1,3%,-25%,-2
COc1ccccc1N=c1scc(-c2ccc3c(c2)NC(=O)CO3)n1CC1CCCO1 (configuration not stated),-1.2,-1.6,0%,0%,2,17,0%,-17%,-15
CCOc1ccc(CC(=O)NCc2ccc3c(c2)CCN3C(=O)c2ccccc2)cc1OCC,1.0,-0.8,3%[57.1 µM],-3%[57.1 µM],-1,.,-18%,-20%,2
Cc1ccc(NC(=O)C(=O)NCCN2CCN(S(=O)(=O)c3ccccc3)CC2)cc1C,-0.1,-0.5,23%[57.1 µM],-2%,2,2,-5%,-6%,4
COc1ccccc1CNC(=O)C(C)Sc1ccsc1[N+](=O)[O-] (configuration not stated),1.5,0.2,-3%[57.1 µM],-6%[57.1 µM],-4,9,-2%,-3%,-9
O=C(O)c1ccc(-c2ccccc2)[nH]c1=O,0.6,0.2,51%[activator],304%[activator],-7,10,-10%,-24%,2
Cc1cc(S(=O)(=O)NC2CCCCC2)ccc1OCC(=O)NCc1cccnc1,-0.1,0.8,-5%,-2%,4,-3,7%,-4%,-7
O=C(C1CCN(S(=O)(=O)c2ccccc2F)CC1)N1CCN(Cc2ccc3c(c2)OCO3)CC1,1.3,0.6,-3%,-2%,4,-10,5%,-7%,-1
CC(C)[C@H](NC(=O)NCCc1ccc(F)cc1)C(=O)O,0.0,0.1,6%,-4%,-2,2,0%,-2%,-6
Cn1c(CCn2ccccc2=O)nc2cc(NC(=O)COc3ccccc3)ccc21,0.5,0.4,-6%,-8%,15,11,-5%,-19%,-2
Cc1ccc(NC(=O)CCC(=O)NNC(=O)NC2CCCCC2)c(C)c1,0.3,0.3,18%,6%,2,22,10%,-22%,2
Nc1cc(=O)[nH]c(SCC(=O)NCCC2=CCCCC2)n1,.,.,10%,-7%,.,.,0%,-2%,-2
Cc1ccc([C@@H]2[C@@H]3C(=O)N(C)C(=O)[C@@H]3[C@]3(C)C(=O)N(Cc4ccccn4)CC(=O)N23)o1,0.6,0.1,-19%,1%,-1,22,-4%,-13%,0

# Only mIDH1 inhibitor, D2 ag and TrxR1 substrate, for some of the entries so far:
structure	mIDH1 inhibitor	D2 ag	TrxR1 substrate
CCc1ccc(/C=N/NC(=O)c2nnn(-c3nonc3N)c2C(C)C)cc1	3%	26	3%
O=C(C1CCN(S(=O)(=O)c2ccccc2F)CC1)N1CCN(Cc2ccc3c(c2)OCO3)CC1	5%	1.3	-2%
CN(CCO)C1=CC(=O)CC(C)(C)C1	2%	-1.0	-10%
CC(C)[C@H](NC(=O)NCCc1ccc(F)cc1)C(=O)O	0%	0.0	-4%

# More structures follow.
SMILES,D2 ag,TRHR agonist,rTrxR1 inhibitor,TrxR1 substrate,TRHR PAM,D2 antagonist,mIDH1 inhibitor,USP1 inh,PI4K2A block
C=CCOc1cccc(/C=C\c2nc(O)c([N+](=O)[O-])c(=O)[nH]2)c1,0.3,-0.4,-16%,-16%,-5,4,-3%,-22%,-21
COc1cccc(-c2nnn(CC(=O)N3CCC(C)CC3)n2)c1,1.1,-0.3,25%,-1%,-4,0,-6%,-14%,1
COc1cccc(C(=O)CN2C(=O)C(C)(C)Oc3ccc(C(=O)N4CCOCC4)cc32)c1,-0.7,-0.7,18%[57.1 µM],-12%,-4,1,2%,-15%,1
CCOc1ccc(/C=C/c2nc(C#N)c(N3CCN(c4ccc(OC)cc4)CC3)o2)cc1,0.3,0.8,1%,8%,1,.,-6%,-9%,-6
C=CCN(c1cccc(C(F)(F)F)c1)S(=O)(=O)c1cccc(C(=O)OCC(=O)NC(N)=O)c1,0.9,0.4,4%,-14%,2,10,7%,-5%,1
Cc1ccc(C(=O)N/N=c2\sc3ccccc3n2C)cc1,-1.2,-1.0,-16%[11.4 µM],-2%[11.4 µM],2,-7,3%,-22%,-5
CC1(C)Cc2ccccc2C(/C(=N\Nc2cccc(Cl)c2)C(N)=O)=N1,0.5,0.5,-7%[57.1 µM],-1%[57.1 µM],15,-4,3%,-27%,-2
Cc1ccc(S(=O)(=O)N2CCC(N3CCN(C)CC3)CC2)cc1Cl,0.9,0.6,8%,-3%,-5,6,1%,-13%,1
O=S(=O)(Nc1ccccc1F)c1cccc(NC(=S)NCCN2CCOCC2)c1,.,.,-6%,1%,.,.,13%,-29%,-11
COc1cccc2[nH]c(=O)c(-c3ccccc3)cc12,-1.2,-1.8,?,23%,5,-14,8%,-23%,-2
CCOC(=O)N1CCC2(O)CCCCC2C1c1ccc(F)cc1 (configuration not stated),0.2,0.2,8%[57.1 µM],7%[57.1 µM],2,-3,1%,-8%,13
O=C(CCS(=O)(=O)c1cc(Br)cc2c1N(C(=O)C1CC1)CC2)N1CCN(c2cccc(C(F)(F)F)c2)CC1,-0.4,-1.0,12%,3%,-1,.,0%,-16%,0
NC(=O)C1CCN(C(=O)CSc2nc3ccccc3[nH]2)CC1,.,0.4,2%,-1%,1,.,4%,-22%,-8
NC1=NC(=O)/C(=C\c2cccnc2)S1,0.7,-0.6,-3%,-13%,15,-13,-4%,-6%,-3
COc1cc2nc(NC(=O)c3ccc(Cl)cc3)sc(=O)c2cc1OC,0.8,-0.4,4%[57.1 µM],11%[57.1 µM],12,-36,1%,-26%,0
O=C(CCOc1ccccc1)Nc1ccnn1C1CCN(Cc2ccccc2)CC1,0.5,0.0,15%,6%,-6,10,2%,-18%,0
Cc1ccc(-n2nnnc2SCC(=O)NNC(=O)c2ccco2)c(C)c1,0.3,-0.2,21%,0%[57.1 µM],8,10,-1%,-6%,-1
O=C(/C=C/c1cccs1)c1cc(Cl)ccc1OC(=O)N1CCOCC1,1.8,4.1,-21%[57.1 µM],-5%[57.1 µM],4,-22,2%,-8%,10
COc1ccccc1CNC(=O)C/C(C)=N/NC(=O)Cc1ccc(OC)c(OC)c1,-0.6,-0.5,-13%,-6%,-5,10,-4%,-16%,-1
CC1=C2C3OC(=O)C(C)C3CCC2(C)C=CC1=NO (configuration not stated),.,.,8%[2.29 µM],5%[57.1 µM],.,.,-11%,-4%,-1
CCCC(CCC)C(=O)Nc1c[nH]c(=O)[nH]c1=O,0.5,0.1,-20%,-12%,7,2,4%,-15%,-6
CN(CC(=O)N1CCCCCC1)S(=O)(=O)c1ccc(Br)cc1,0.1,-0.5,11%,5%,0,6,8%,-15%,13
O=C(Oc1ccc(C(=S)N2CCOCC2)cc1)c1cccc(Cl)c1,1.9,0.7,9%[57.1 µM],3%[57.1 µM],0,-2,9%,-17%,1
COc1cc(NC2c3ccccc3C(=O)N2Cc2ccc3c(c2)OCO3)cc(OC)c1OC (configuration not stated),0.1,0.6,10%[57.1 µM],-2%[57.1 µM],-9,1,-10%,0%,-5
CC(=O)c1cccc(NC(=O)COC(=O)c2ccccc2C)c1,0.3,-1.1,27%[57.1 µM],6%[57.1 µM],31*,2,0%,-22%,-2
Cc1nn(CCC(=O)Nc2ccc(Cl)cc2)c(C)c1S(=O)(=O)N1CCCCC1,1.6,1.4,0%[57.1 µM],-5%[57.1 µM],2,.,1%,-14%,0
COc1ccc(C(=O)NCC(=O)OCc2ccc(F)cc2)cc1,0.6,-0.2,22%[57.1 µM],6%[57.1 µM],3,21,-1%,-26%,-4
Cc1cccc2sc(N(Cc3cccnc3)C(=O)c3ccco3)nc12,.,-0.1,18%[57.1 µM],2%[57.1 µM],13,.,-8%,4%,1

# Three compounds picked at random from the list so far, as already listed:
SMILES,D2 ag,TRHR agonist,rTrxR1 inhibitor,TrxR1 substrate,TRHR PAM,D2 antagonist,mIDH1 inhibitor,USP1 inh,PI4K2A block
COc1cc(NC2c3ccccc3C(=O)N2Cc2ccc3c(c2)OCO3)cc(OC)c1OC (configuration not stated),0.1,0.6,10%[57.1 µM],-2%[57.1 µM],-9,1,-10%,0%,-5
COc1cc2nc(NC(=O)c3ccc(Cl)cc3)sc(=O)c2cc1OC,0.8,-0.4,4%[57.1 µM],11%[57.1 µM],12,-36,1%,-26%,0
O=C(CCOc1ccccc1)Nc1ccnn1C1CCN(Cc2ccccc2)CC1,0.5,0.0,15%,6%,-6,10,2%,-18%,0

# Assay outcomes (PubChem)

# Rows are unselected; overall some 3.9% were active at least once.
